Bioassay records (PubChem BioAssay)
CHX counter: affects cycloheximide protein synthesis inhibition readout, counter-screen; cell reporter, cycloheximide protein synthesis inhibition counterscreen; 12% of 300,000 active; max response, %; in the data active = max response mostly above about 13%, no sharp cut-off; inactive = mostly below about 14%; also: read at 38.3 µM for the half of the compounds with a filed dose; 0% is about no effect
FBPA Giardia inh: Giardia lamblia aldolase inhibition. A8B2U2. purified Giardia FBPA. Potency, µM (doses to about 59.6 µM), without a hit: top-dose activity, negative = inhibition, hits mostly inhibitors. 0.71% of 290,000 active. AID 2451; also: potency is read from the fitted curve at half-maximal effect; % is scaled to controls: 0 for no effect and ±100 for the full control effect; nearly all actives have a fitted effect of over 55% in size
Target sequence (A8B2U2 whole entry, looked up): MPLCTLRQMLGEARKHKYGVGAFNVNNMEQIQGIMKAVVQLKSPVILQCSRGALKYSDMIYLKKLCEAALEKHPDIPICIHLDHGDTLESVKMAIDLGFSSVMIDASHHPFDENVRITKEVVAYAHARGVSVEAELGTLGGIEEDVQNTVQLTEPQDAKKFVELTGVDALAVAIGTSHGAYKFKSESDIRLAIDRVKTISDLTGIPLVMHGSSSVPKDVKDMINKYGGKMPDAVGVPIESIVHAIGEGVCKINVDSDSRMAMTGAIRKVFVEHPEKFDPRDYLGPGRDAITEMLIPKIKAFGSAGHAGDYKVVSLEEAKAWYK
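Giardia FBPA (40 nM reagent) was preincubated 10 min at RT with compound (up to 57.5 uM final), then substrate plus GAPDH/TPI/NAD/arsenate coupling system with diaphorase/resazurin was added; resorufin fluorescence (525/598 nm) was read after 20 min.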
AmpC no deterg: inhibitors of E. coli AmpC beta-lactamase without detergent; P00811; AmpC nitrocefin hydrolysis, absorbance 480 nm, 0.0001% Triton; Potency, µM (top dose mostly 57.1 µM), inactives show at the top dose activity change, negative = inhibition, usual class: inhibitors; 0.52% of 330,000 active; AID 485341;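 also: potency is read from the fitted curve at half-maximal effect; plate controls were no compound for no effect and no enzyme for full effect; nearly all actives have a fitted effect of over 20% in size; some results filed as inactive show a strong effect at the top dose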
Target sequence (P00811 whole entry, looked up): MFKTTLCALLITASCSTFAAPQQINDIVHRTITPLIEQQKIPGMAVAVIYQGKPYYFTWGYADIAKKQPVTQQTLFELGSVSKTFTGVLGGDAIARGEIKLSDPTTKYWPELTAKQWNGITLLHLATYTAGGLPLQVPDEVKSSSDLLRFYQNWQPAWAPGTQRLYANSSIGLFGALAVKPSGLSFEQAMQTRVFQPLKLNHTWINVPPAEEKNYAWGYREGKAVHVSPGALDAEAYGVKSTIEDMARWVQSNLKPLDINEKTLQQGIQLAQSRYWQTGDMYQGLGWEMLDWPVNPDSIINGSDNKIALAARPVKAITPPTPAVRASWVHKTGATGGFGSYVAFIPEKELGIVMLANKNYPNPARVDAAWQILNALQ
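20 mM phosphate pH 7.0 + 0.01% (detergent screen) or 0.0001% Triton X-100; 5.3 nM AmpC reagent; cpd preinc 15 min RT; nitrocefin (800 uM stock) to start; A480 q20 s × 4 min; Activity was normalised to no-enzyme and no-compound control wells.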
AmpC inh detg: inhibitors of E. coli AmpC beta-lactamase with detergent; AmpC hydrolysis of nitrocefin, absorbance 480 nm, 0.01% Triton; Potency, µM (titrated, usually from 114 µM), without a hit: at the top dose activity change, negative = inhibition, most hits filed as inhibitors; 0.041% of 370,000 active;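 also: potency is read from the fitted curve at half-maximal effect; 0% = no-compound wells and -100% = no-enzyme wells; nearly all actives have a fitted effect of over 25% in size; some results filed as inactive show a strong effect at the top dose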
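AmpC (5.3 nM in the dispensed reagent) in 20 mM phosphate pH 7.0 with 0.01% (detergent screen) or 0.0001% Triton X-100 was preincubated with compounds for 15 min at room temperature. Nitrocefin was then added from an 800 uM solution, and hydrolysis was followed at 480 nm.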
Shiga inhibitor: blocks Shiga toxin action in Vero cells; AID 2315; inhibition, % at 38.7 µM; 9.2% of 290,000 active; Vero cells, Shiga toxin protein synthesis inhibition reporter; in the data active = inhibition mostly above about 28%, no sharp cut-off; inactive = mostly below about 43%; also: 0% is about no effect
HCMV antiviral: inhibitors of human cytomegalovirus; HFF cells, HCMV-luciferase reporter, 72 h; stronger effect = lower value; activity change, negative = inhibition, % at 57.5 µM; 4.5% of 410,000 active; AID 1259415; in the data active = activity change below about -60%; inconclusive = no clear call, values can overlap the other calls; inactive = above about -39%; also: % is scaled to controls: 0 for no effect and ±100 for the full control effect
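Luciferase read-out from HCMV-luciferase-infected HFFs (MOI 1 PFU/cell) 72 h post infection at 37C; compounds added after 16 h cell attachment; activity normalized between buffer-only basal and Salinomycin (10uM) inhibitor controls.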
AMA1 RON2 block: AMA1-RON2 (P. falciparum) interaction inhibition; AlphaScreen AMA1-biotinylated RON2 peptide binding; Potency, µM (highest dose often 58.2 µM), for inactives: at the top dose activity change, negative = inhibition, actives largely listed as inhibitors; 0.2% of 360,000 active; AID 720542;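 also: potency is read from the fitted curve at half-maximal effect; 0% = vehicle wells and -100% = peptide control; nearly all actives have a fitted effect of over 45% in size; some results filed as inactive show a strong effect at the top dose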
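AMA1 (3D7) with his tag at 25 nM final met compounds first, then biotinylated RON2 peptide at 25 nM; detection used donor plus acceptor beads, 10 µg/mL apiece, read by AlphaScreen after 30 min at room temperature.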
An asterisk follows results filed as active; ? = inconclusive; · = not tested or not shown; + = active, no number; [ ] = dose if it differs, or a comment. Unless noted, calls follow the shape of the dose curve; as a rule, active = well fitted curve in the direction sought with a large enough effect; inconclusive = small, poorly fitted or top-dose-only effect, or another doubt; inactive = no such curve, though single readings can be large; an effect the other way counts as inactive or inconclusive.

SMILES	CHX counter	FBPA Giardia inh	AmpC no deterg	AmpC inh detg	Shiga inhibitor	HCMV antiviral	AMA1 RON2 block
COc1cccc(-c2cc(C(=O)NCCCn3ccnc3)c3ccccc3n2)c1	-2	6%	4%	-2%	-6	46	2%
Cc1ccc(S(=O)(=O)NCC(=O)OCc2nnc(-c3ccccc3)o2)cc1C	20*	-3%	-18%	-4%	13	26	3%
CCCCOC(=O)N1CCOCCOCCOCC1	-1	1%	-5%	7%	-10	9	-4%
COc1ccc(-c2cc(CCCC(=O)NCCc3ccccc3)no2)cc1	64*	1%	20%	-10%	67*	13	8%
CCOC(=O)c1ccccc1NC(=O)CSc1nnnn1C	4	-5%	-15%	0%	-3	-18	30%[activator]
COc1cccc(C(Nc2ccccn2)c2c(NC(=O)c3ccco3)sc(C)c2C)c1 (stereo not given)	1	3%	-25%	1%	6	?	-25%
CCOc1cccc(CN2CCCC(C(=O)Nc3cccc(-n4cccn4)c3)C2)c1 (stereo not given)	-3	·	32%	2%	-27	27	-5%
CCc1cc[n+](/C(C(=S)Nc2cccc(C)c2)=C(/[O-])c2ccc(C)c([N+](=O)[O-])c2)cc1	-1	-14%	-13%	?	5	29	?
CC(=O)c1n[nH]nc1Nc1nc(C)cc(C)n1	3	?	-11%	1%	2	·	9%
O=C(NC1CC1)C1=C[C@@H](C2CC2)C[C@@H](OCc2ccc(CO)cc2)O1	-1	6%	-4%	0%	19	8	15%
Cc1cccn2c(=O)c3cc(C(=O)NCc4cccnc4)c(=N)n(CC4CCCO4)c3nc12 (stereo not given)	6	·	-3%	4%	-2	?	-7%
CC(C)CC(=O)Nc1ccc(-c2nc3ccccc3c(=O)o2)cc1	-3	-2%	3%	-10%	-4	-20	10%
CCN(CC)S(=O)(=O)c1ccc(N2CCOCC2)c(NC(=O)c2cccc(C#N)c2)c1	-8	3%	39%	2%	18	4	6%
CCCN(CCC)CC(C)(C)NS(=O)(=O)c1ccc(Cl)cc1	-3	?	-20%	-10%	-6	27	9%
Brc1cc2c(cc1CN1CCc3ccccc3C1)OCO2	-3	-21%	-21%	0%	-11	-35	-2%
Cc1ccccc1OCC(=O)Nc1cccc(N(C)S(C)(=O)=O)c1	15*	-4%	?	0%	+	15	3%
O=C(CNC(=O)C1CCCCC1)OC(C(=O)c1ccccc1)c1ccccc1 (stereo not given)	·	·	-1%	1%	·	24	·
COc1ccc(NC(=O)CN2C3CCC2CC(O)(c2cccnc2)C3)cc1OC (stereo not given)	-3	-7%	-3%	-14%	23	19	-4%
CCOC(=O)Cc1csc(NC(=O)CSc2nnnn2-c2ccc(F)cc2)n1	-1	4%	-18%	-15%	12	12	1%
Cc1c(C)n(C)c2ccc([N+](=O)[O-])cc12	-4	2%	-8%	1%	-10	13	-9%
N#CCCN(C(=O)COC(=O)c1ccc2ccccc2n1)c1ccccc1	·	·	-4%	5%	·	-4	7%
Cc1nc(N)c(C#N)c(-c2cccnc2)c1-c1ccccc1	-2	3%	-15%	1%	-5	?	-4%
Nc1nn(S(=O)(=O)c2ccccc2)cc1-c1cccc([N+](=O)[O-])c1	13	-25%	1%	?	4	-1	-14%
Cc1ccc(S(=O)(=O)CCc2nc3ccccc3s2)cc1C	13*	-7%	-20%	?	25	12	3%
CCC(=O)N1CCc2cc(Br)cc(S(=O)(=O)NCCCN(C)Cc3ccccc3)c21	-3	0%	10%	1%	-6	-67*	4%
CC(C)CCOc1ccc(/C=C2\CCn3c2nc2cc(C(=O)O)ccc2c3=O)cc1	-1	-10%	-21%	2%	17	-18	-21%
O=C(CCS(=O)(=O)c1ccccc1)N1CCOCC1	31*	5%	-10%	2%	53	40	-12%
CS(=O)(=O)c1ccc2nc(NC(=O)CCS(=O)(=O)c3ccccc3)sc2c1	-3	7%	3%	?	-8	4	-7%
CN1CCN(c2ccc(N)cc2)CC1	1	-26%	2%	1%	-8	-1	-14%
Nc1nccnc1C(=O)OCC(=O)N1CCN(S(=O)(=O)c2ccc(Cl)cc2)CC1	·	·	0%	-7%	·	-37	19%

In the list so far, these contain a halogen:
SMILES	CHX counter	FBPA Giardia inh	AmpC no deterg	AmpC inh detg	Shiga inhibitor	HCMV antiviral	AMA1 RON2 block
CCCN(CCC)CC(C)(C)NS(=O)(=O)c1ccc(Cl)cc1	-3	?	-20%	-10%	-6	27	9%
Brc1cc2c(cc1CN1CCc3ccccc3C1)OCO2	-3	-21%	-21%	0%	-11	-35	-2%
CCOC(=O)Cc1csc(NC(=O)CSc2nnnn2-c2ccc(F)cc2)n1	-1	4%	-18%	-15%	12	12	1%
CCC(=O)N1CCc2cc(Br)cc(S(=O)(=O)NCCCN(C)Cc3ccccc3)c21	-3	0%	10%	1%	-6	-67*	4%
Nc1nccnc1C(=O)OCC(=O)N1CCN(S(=O)(=O)c2ccc(Cl)cc2)CC1	·	·	0%	-7%	·	-37	19%

(list continues)
SMILES	CHX counter	FBPA Giardia inh	AmpC no deterg	AmpC inh detg	Shiga inhibitor	HCMV antiviral	AMA1 RON2 block
CN1C(=O)CC(C(=O)Nc2ccccc2F)SC1=Nc1ccc2c(c1)OCO2 (stereo not given)	-2	2%	-25%	4%	-4	-5	1%
CCOC(=O)C1C2C=CC3(CN(Cc4ccccc4)C(=O)C13)O2 (stereo not given)	1	2%	-15%	-7%	-6	8	-1%
COC(=O)[C@]1(Cc2ccccc2)N[C@H](CN(C)C(=O)c2ccc(F)cc2)[C@@H]2C(=O)N(Cc3ccccc3)C(=O)[C@@H]21	·	·	20%	·	·	40	-4%
CCN1C(=O)C(CC(=O)Nc2ccc(OC)cc2)N(Cc2cccs2)C1=S (stereo not given)	1	·	7%	-8%	-11	34	1%
CCc1nn(CC(=O)NCCCN2CCN(C)CC2)c(=O)c2cc3sc(C)cc3n12	2	·	21%	1%	-5	-15	14%
Cc1cc(=O)oc2cc(OCc3cc4c(cc3Cl)OCO4)ccc12	2	8%	-20%	?	-2	15	0%
COc1cc(-c2nc(-c3ccncc3)no2)cc(OC)c1OC	-1	1%	-5%	5%	3	-17	1%
Cc1cc(C)c(OCC(=O)OC(C)C(=O)NC2CC2)c(C)c1 (stereo not given)	1	·	3%	1%	-3	66	-14%
N#Cc1ccc(Cl)cc1NC(=O)COC(=O)c1ccc2c(c1)OCCO2	8	-3%	-34%	2%	15	36	6%
N#Cc1cccc(NC(=O)COC(=O)c2ccccc2Sc2ccccc2C#N)c1	0	2%	-29%	-12%	3	-21	-3%
C/C=C\C=C\C(=O)Nc1cccc(C2=NOC3(C2)C[C@@H](C(N)=O)N(C(=O)C(c2ccccc2)c2ccccc2)C3)c1 (stereo not given in full)	-6	-18%	101%[activator]	0%	0	5	-2%
Cc1ccc(-n2cc[nH]c2=S)cc1C	-1	-12%	-11%	-4%	-11	-4	0%
COc1cccc(Cn2cc(C(=O)NCCN(C)C)nn2)c1	-1	-11%	152%[activator]	-5%	1	-21	-2%
CC1(C)CC(=O)C(C(=S)Nc2ccc(F)cc2)=C(NCCN2CCOCC2)C1	-1	2%	-3%	?	-7	18	16%
Cc1ccc(/C=C/C(=O)Nc2nnc(SCc3ccc(C#N)cc3)s2)o1	-1	3%	-28%	-16%	-10	-4	47%[activator]
Cc1ccc2c(CC(=O)N(C)c3c(N)n(Cc4ccccc4)c(=O)[nH]c3=O)coc2c1	·	·	11%	?	·	-8	-8%
O=C(COC(=O)c1cc(S(=O)(=O)N2CCOCC2)ccc1F)NCc1ccco1	-1	·	-15%	-2%	-6	16	-9%
CN(C)C(=O)COc1ncnc2sc(-c3ccccc3)cc12	28*	3%	-13%	4%	72*	81	15%
COCCOc1cc(N(CC(=O)N(C)C)S(=O)(=O)c2ccccc2)c(Cl)cc1Cl	14	1%	198%[activator]	7%	19	8	-16%
Cc1nc2ccc(NC(=S)N3CCCC3)cc2nc1C	4	?	-7%	1%	18	135	11%
O=C(CSc1nnnn1-c1cccc2c1CCCC2)N1CCOCC1	2	0%	98%[activator]	6%	-20	-32	3%
O=C(COC(=O)c1cccc(S(=O)(=O)N2CCOCC2)c1)NCCc1ccccc1	-2	·	20%	-13%	23	-26	0%
O=Cc1cccn1-c1ccccc1	-6	6%	-19%	-11%	-2	46	6%
CCn1cc(CN2CCC(Oc3ccc(C(=O)N4CCCCC4)cc3)CC2)cn1	-4	·	-10%	4%	17	-26	-18%
CCCSc1nc2c3c(sc2c(=O)[nH]1)CC(C)(CC)OC3 (stereo not given)	7	1%	-25%[2.29 µM]	-3%	-9	-35	-3%
COc1ccc(CCNC(=O)c2ccc(Cl)c(S(=O)(=O)N3CCCCCC3)c2)cc1	·	·	-11%	7%	·	-86*	26%
O=C(CS(=O)(=O)Cc1ccccc1)NCc1ccco1	-4	-1%	-25%	-1%	-7	-33	-1%
C=CCN1C(=Nc2ccccc2)SC/C1=C\C(=O)OC	14	3%	-9%	-15%	24	-19	-3%
CCN(CC)CCOCCOC(=O)C(CC)(CC)c1ccccc1	-4	-6%	8%	0%	-4	17	37%[activator]
CCOC(=O)CCCCC(=O)NC(CO)C(=O)NC (stereo not given)	1	3%	-1%	-5%	-7	-8	2%
NNC(=O)c1cccc(O)c1	67*	2%	-17%	-1%	58*	11	21%
Cc1cc(C)cc(NC(=O)N(CCC#N)Cc2cccs2)c1	-1	1%	-10%	0%	-4	5	-16%
COc1ccc(-n2c(C)cc(-c3csc(NC(=O)c4ccc(S(=O)(=O)N(C)C)cc4)n3)c2C)cc1	-2	-20%	-21%	-9%	-3	-12	27%
Cc1ccc(-c2cc(C(=O)Nc3c(C)n(C)n(-c4ccccc4)c3=O)no2)cc1	2	3%	-7%	-5%	3	10	0%
O=S(=O)(c1ccccc1)c1nc(-c2ccco2)oc1Nc1ccccc1	25*	2%	-87%	-2%	90*	-62*	-17%
O=C(COC(=O)CCSc1ccccc1)NCc1ccc(F)cc1	19	4%	-1%	8%	17	-17	19%
COc1ccc(OC)c(NC(=O)CCNC(=O)c2ccco2)c1	1	-1%	-15%	?	-4	-19	-14%
CCCn1nc2ccccc2c1P(=O)(N1CCOCC1)N1CCOCC1	-3	2%	-5%	?	-37	19	11%
NC(N)=Nc1ccc(N=C(N)N)cc1	-3	-5%	-21%	-11%	-5	37	-1%
CCn1cc(C(=O)N[C@@H](C)C(=O)NCCCn2ccnc2)c(=O)c2cc3c(cc21)OCO3	-2	·	-26%	-1%	-2	12	2%
CCOc1ccc(S(=O)(=O)N2CCC(C(=O)NCCc3ccccc3)CC2)cc1	-3	-8%	-6%	?	-2	0	-8%
Cc1ccc(NC(=O)C2CCN(C(=O)NCc3ccccc3)CC2)cc1C	-2	13%	2%	4%	-4	-18	1%
COc1cccc(C(=O)CC(=O)C(=O)Nc2cc(Cl)c(OC)cc2OC)c1	-4	?	-34%	-11%	-4	-6	43%[activator]
COc1ccc(-c2oc(=O)c3cc(OC)c(OC)cc3c2C#CC2(O)CCCCC2)cc1	·	·	-24%	·	·	18	-6%
